Screening results (PubChem)
CHO-K1 Ca ag = M1 agonist counterscreen hit in parental CHO-K1 cells; Fluo-8 calcium fluorescence; scaled to maximal ATP response, vehicle zero; activation, % at 3 µM; actives 0.48% (n = 360,000); in the data active means activation above about 15%;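 further: untransfected CHO-K1 host cells lacking M1 receptor as counterscreen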
TAAR1 antag = human TAAR1 antagonism | Q96RJ0 | CHO RD-HGA16 TAAR1, Fluo-8 calcium fluorescence, antagonist | inhibition, % at 3 µM | actives 1.5% (n = 360,000) | AID 624466;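 active means inhibition above a per-plate cutoff, the mean inhibition of test compounds on that plate plus 3 SD, cut at about 49% in these data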;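 further: 0% = DMSO plus EC80 beta-PEA response and 100% = DMSO alone without agonist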
Target sequence (Q96RJ0 whole entry, looked up): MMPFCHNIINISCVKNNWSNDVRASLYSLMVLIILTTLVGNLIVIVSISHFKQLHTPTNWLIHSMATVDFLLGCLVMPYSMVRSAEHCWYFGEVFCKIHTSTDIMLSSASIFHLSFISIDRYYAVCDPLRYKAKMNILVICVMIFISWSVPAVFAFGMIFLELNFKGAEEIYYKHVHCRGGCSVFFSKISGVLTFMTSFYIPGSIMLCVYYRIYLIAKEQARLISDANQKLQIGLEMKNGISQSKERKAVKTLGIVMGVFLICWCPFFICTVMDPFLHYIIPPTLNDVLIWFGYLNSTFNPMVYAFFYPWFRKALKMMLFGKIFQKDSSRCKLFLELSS
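Test system: CHO RD-HGA16 cells bearing hTAAR1 | Reagent: β-PEA, EC80 | Compound dosing: 3 µM, single point | Schedule: Dye loading 75 min at 37 °C, then 30 min room temperature | Signal: Calcium fluorescence with Fluo-8 | Evaluation: Percent inhibition of PEA-evoked calcium signal, max/basal emission ratio | Control set: DMSO-only wells and EC80 β-PEA-stimulated wells | Repeats: Singlicate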
CHRM1 agonist = human M1 muscarinic receptor agonism | P11229 | CHO-K1 hM1, Fluo-8 calcium fluorescence, agonist mode; 0% DMSO, 100% acetylcholine EC100 | activation, % at 3 µM | actives 0.33% (n = 360,000) | AID 588814;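 active means activation above the run's mean compound activation plus 3 SD, cut at about 16% in these data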;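 further: peak over basal fluorescence ratio within a 140 s kinetic read after compound addition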
Target sequence (P11229 whole entry, looked up): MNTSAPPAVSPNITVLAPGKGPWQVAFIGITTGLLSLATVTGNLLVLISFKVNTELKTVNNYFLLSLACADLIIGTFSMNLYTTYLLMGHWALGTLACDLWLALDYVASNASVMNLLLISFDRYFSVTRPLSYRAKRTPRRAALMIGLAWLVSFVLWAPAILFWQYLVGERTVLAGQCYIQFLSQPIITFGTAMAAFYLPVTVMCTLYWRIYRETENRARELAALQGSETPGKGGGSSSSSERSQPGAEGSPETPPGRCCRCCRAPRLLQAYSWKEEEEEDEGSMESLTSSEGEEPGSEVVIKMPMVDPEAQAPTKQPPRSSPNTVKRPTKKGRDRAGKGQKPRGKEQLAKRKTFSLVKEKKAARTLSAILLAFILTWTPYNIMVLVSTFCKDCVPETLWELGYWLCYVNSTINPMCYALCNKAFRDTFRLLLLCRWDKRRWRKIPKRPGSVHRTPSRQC
CHO-K1 Ca antag = nonselective inhibitor or artifact in parental CHO-K1 cells; ATP-induced calcium, Fluo-8 fluorescence; inhibition, % at 3 µM; actives 0.6% (n = 360,000); AID 602250;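 active means inhibition above a per-plate cutoff, the plate's mean sample inhibition plus 3 SD, cut at about 24% in these data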;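 further: 0% = DMSO plus EC80 ATP and 100% = DMSO alone without ATP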
CHRM1 antagonist = blocks human M1 muscarinic receptor; P11229; CHO-K1 hM1, Fluo-8 calcium fluorescence, ACh EC80 antagonist; inhibition, % at 3 µM; actives 1.3% (n = 360,000); AID 588852;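 active means percent inhibition above its own plate's cutoff, namely the mean of that plate's compound wells plus 3 SD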;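 further: peak over basal fluorescence ratio during 140 s after agonist addition; 0% = ACh EC80 plus DMSO and 100% = DMSO alone without agonist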
CHO parental Ca = counter-screen: ATP calcium response change in parental CHO cells. parental CHO-K1, ATP-induced calcium, Fluo-8 fluorescence. actives 0.63% (n = 330,000). inhibition, % at 5.6 µM. AID 463079;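 active means inhibition above that plate's mean sample inhibition plus 3 SD, cut at about 26% in these data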;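 further: 0% = ATP-challenged DMSO wells and 100% = DMSO wells without ATP; some compounds past the cut are filed as inactive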
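Assay system: untransfected parental CHO cell line. Also added: ATP agonist challenge. Dosing: one dose, 5.6 µM nominal. Measured by: Fluo-8 fluorescence. Read-out: % inhibition. Benchmarks: ATP wells versus no-ATP DMSO wells. Repeats: no replicates.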
M1 PAM parental = nonselective activator or artifact in parental CHO-K1 calcium assay; AID 602247; actives 0.02% (n = 360,000); ATP EC20, Fluo-8 calcium fluorescence; 0% at ATP EC20, 100% at ATP max; activation, % at 3 µM;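 active means activation above the run cutoff, the mean activation of all test compounds plus 3 SD, cut at about 40% in these data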;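 further: peak over basal fluorescence ratio in a 140 s read after ATP addition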
M1 PAM = human CHRM1 positive allosteric modulation | P11229 | CHO-K1 hM1, Fluo-8 calcium fluorescence, ACh EC20; 0% = ACh EC20, 100% = maximal ACh | activation, % at 3 µM | actives 0.088% (n = 360,000) | AID 588819; in the data active means activation above about 19%, passing the limit was not always enough
TAAR1 ag = agonists of human TAAR1; actives 0.99% (n = 360,000); activation, % at 3 µM; Q96RJ0; CHO RD-HGA16 TAAR1, Fluo-8 calcium fluorescence; vehicle wells 0%, saturating PEA agonist 100%;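 active means activation above the mean activation of all test compounds in the run plus 3 SD, cut at about 38% in these data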
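Signal – calcium-sensitive Fluo-8 signal, excitation 470-495, emission 515-575 nm · System – RD-HGA16 (CHO) cells co-expressing Gα16 and hTAAR1 · Incubation – 17-24 h seeding, 75 min 37 °C dye, 30 min RT · Compound dosing – 3 µM single concentration · Repeats – no replicates (n 1)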
Starred values were filed as active, the others as inactive; . = no result given. Rows are unselected (roughly 4.4% active in at least one column).

SMILES	CHO-K1 Ca ag	TAAR1 antag	CHRM1 agonist	CHO-K1 Ca antag	CHRM1 antagonist	CHO parental Ca	M1 PAM parental	M1 PAM	TAAR1 ag
Cc1[nH]nc(SCC(=O)N2CCCCCC2)c1[N+](=O)[O-]	0.3	-12	-4	10	10	13	-3	-3	3
CCOC(=O)c1cnc(NCc2ccccc2)nc1C	0.2	-4	-6	14	3	-10	12	9	7
COc1cc(C(CCN2CCCC2)c2c(OC)cc(OC)c3ccc(=O)oc23)cc(OC)c1OC (stereo not given)	0.2	-13	-9	-8	11	-6	-4	-1	7
CC(C)N(C(=O)c1ccc(C(=O)Nc2ccc([N+](=O)[O-])cc2)cc1)C(C)C	-0.1	.	-5	-4	-18	2	-6	8	.
Cc1[nH][nH]c(=O)c1N=Nc1ccccc1Cl	3.9	-32	-5	2	12	-1	2	-9	-1
O=C(CCc1ccccc1)NC(=S)Nc1ccccc1Br	1.3	7	-4	-12	-7	-41	11	4	11
COc1ccc(C(C(=O)NC2CCCCC2)N(Cc2cccs2)C(=O)Cc2c[nH]c3ccccc23)cc1OC (stereo not given)	1.3	40	2	11	8	-29	15	-3	17
CC1CCCCN1C(=O)COC(=O)c1cccc(NS(=O)(=O)c2ccccc2)c1 (stereo not given)	4.6	8	-2	-1	-1	-17	-1	-1	4
N#C/C(=C/c1ccc(-c2ccc(S(=O)(=O)N3CCOCC3)cc2)o1)C(=O)NC1CC1	1.9	7	0	-7	10	.	-13	-10	10
O=C(NCCc1nnc2ccc(NCc3ccc(F)cc3)nn12)c1ccccc1	2.0	-21	-3	-16	-12	-20	24	11	4
CC(C)(C)OC(=O)C[C@H]1C/C=C\C[C@@H](CC(=O)NCCO)C(=O)NC[C@@H](c2ccccc2)OC1=O	0.0	9	-5	7	9	-1	-9	-5	-1
Cc1cccc(CNC(=O)c2ccc3nc(Cc4ccccc4F)oc3c2)n1	1.5	12	-3	12	4	-7	-23	1	5
COc1cc(NC(=O)c2ccccc2-n2cnnn2)cc(OC)c1	-0.4	-22	-2	3	0	-4	-12	3	3
OC(c1ccccn1)C(O)c1ccccn1 (stereo not given)	0.4	13	-2	10	-5	.	-6	3	1
O=C(NOCc1ccccc1)c1cccc([N+](=O)[O-])c1	0.1	-3	-5	1	10	-9	2	-6	3
Brc1ccc(OCCOCCOc2cccc3cccnc23)cc1	0.3	16	-3	-6	-2	-25	9	2	3
COc1ccc(C2(c3ccc(OC)cc3)NC(=O)NC2=O)cc1	7.2	5	9	-8	-2	-1	1	4	29
COc1ccc(NC(=O)NCc2ccco2)c(OC)c1	0.7	-1	-6	-10	-2	-5	21	7	1
Cc1cc(-c2n[nH]c(=S)n2/N=C/c2cccc(O)c2)n[nH]1	2.8	-21	-1	-17	-23	-2	21	6	-2
COCCn1nnnc1C(c1ccc(OC)c(OC)c1)N1CCN(c2nc3ccccc3s2)CC1 (stereo not given)	1.1	-11	-3	-10	-10	-30	16	9	2
CCCNC1(C(N)=O)CCN(Cc2ccccc2)CC1	0.0	-20	-7	-7	9	.	1	1	2
CCN(CC)S(=O)(=O)c1cc(OC)c(Cl)cc1Cl	0.6	-10	-10	-21	-4	-14	13	4	-2
N#Cc1nc(-c2cccc3ccccc23)oc1N	1.0	0	-6	-4	-3	5	10	1	12
CCC(NC(=O)OC(C)(C)C)C(=O)Oc1ccc2c3c(c(=O)oc2c1)CCC3 (stereo not given)	0.9	5	-5	-5	-9	-7	9	9	11
CNC(=O)c1[nH]cnc1C(=O)N[C@@H](C)C(=O)OCc1ccccc1	7.1	46	-1	-9	10	-1	-8	-11	20
Cc1ccc(-c2nc3ccsc3c(=O)o2)cc1	0.1	7	-3	-2	-15	-11	11	2	16
O=C(NCCCN1CCCC1=O)c1ccc(OC(F)(F)F)cc1	0.3	-7	1	-13	-8	7	-7	13	7
N#Cc1ccc(C(=O)Nc2cccc3ccccc23)c(F)c1	-0.1	11	-3	11	-2	-20	-5	0	2
COC(=O)c1ccc(C(=O)OC)c(NC(=O)Nc2ccc3c(c2)OCO3)c1	-0.3	-3	-2	-12	-10	0	9	2	2
O=C(NCCOc1ccccc1F)c1ccccc1SCc1ccc(F)cc1	3.1	38	-6	-13	-1	-21	13	5	6
COc1ccc(S(=O)(=O)N2CCN(CC(=O)NCCc3cccs3)CC2)cc1	-0.2	-7	-5	-8	-9	-11	8	8	8
C(#CCN1CCOCC1)COCCCOC(c1ccccc1)c1ccccc1	0.2	-6	-10	-36	-3	-14	-9	-4	-1
COC(=O)c1ccccc1NC(=O)C1CCN(C(=O)c2ccc(OC)cc2)CC1	0.5	-11	0	-3	-3	-5	6	4	4
CCCC1=Nc2cc(C(=O)NCCCN3CCN(C)CC3)ccc2Sc2ccccc21	2.4	0	-4	-16	28	-17	16	-17	3
COc1ccc(OCC(=O)N2CCCC(Nc3ccc(C)c(C)c3)C2)cc1 (stereo not given)	0.5	-6	-6	-25	-20	.	26	6	-1
COC(=O)c1ccc(N2C(=O)CC(N3CCOCC3)C2=O)cc1 (stereo not given)	0.1	8	-2	14	4	6	-5	-1	-2
CCOC(=O)c1[nH]c(C)c(C(=O)OCC(=O)N2CCCCC2C)c1C (stereo not given)	0.6	4	-2	-11	-2	-10	12	3	8
CCC1=Nc2cc(C(=O)NCCCN3CCOCC3)ccc2Sc2ccccc21	0.8	-17	-5	-5	12	-29	5	-9	2
O=C(CN1C(=O)/C(=C/c2ccccc2)SC1=S)Nc1ncc(Cc2ccccc2)s1	-0.1	6	-4	7	7	-2	-2	-2	-1
COc1ccccc1NC(=S)NNC(=O)c1c(Cl)c(C)nn1C	3.8	1	2	-2	5	-10	10	0	7
O=C1CCCN1CC(O)CS(=O)(=O)c1ccc(Cl)cc1 (stereo not given)	0.4	-1	-3	0	-1	3	6	3	0
Cc1nn(-c2ccccc2)c2c1C1(C(=O)N3c4c(cccc41)C(C)CC3(C)C)C(C#N)=C(N)O2 (stereo not given)	1.5	-24	-1	-4	-6	-23	22	8	5
NC(=O)C1CCN(c2nc(-c3ccccc3N)cs2)CC1	1.0	0	-4	-9	0	-3	19	3	11
CCN(CC1CCCO1)C(=O)CCc1nnc(CCc2ccc(OC)cc2)o1 (stereo not given)	0.5	-13	-1	-6	-24	5	5	12	3
CCOC(=O)C1CCN(C(=O)COc2ccc([N+](=O)[O-])cc2)CC1	0.7	7	-8	-8	-1	-12	-6	0	2
O=C(/C=C/c1ccc(Cl)cc1)NC(=S)Nc1ccc(N2CCOCC2)c(Cl)c1	2.2	1	-3	16	7	-14	-1	-7	0
O=C(NC1CCCC1)c1ccc(Cl)s1	-0.1	-13	-5	2	-2	6	-15	4	1
Cc1ccccc1CN1CCN(C(=O)c2ccc(S(=O)(=O)NCc3ccco3)cc2)CC1	2.3	5	-5	-19	2	-12	4	8	4
O=C(NC1CC1)C1CCN(C2CCN(Cc3ccccc3C(F)(F)F)CC2)CC1	1.6	12	-4	-11	-5	-14	18	4	2
CC1CCN(CC(=O)Nc2nccs2)CC1	0.7	-27	-5	-12	-11	7	12	8	6
COc1ccc2nc(NCc3ccccc3)[nH]c2c1	0.8	-8	-5	1	-5	-2	17	5	26
COc1cccc(C(=O)COc2cccc(NC(=O)c3ccco3)c2)c1	2.1	7	-2	7	14	-4	-12	0	19
Cc1nn(C)c(Cl)c1CN1CCC(CO)(CCOc2ccccc2)CC1	1.4	-17	-14	-11	-1	-5	22	-4	2
O=C(O)Cc1ccc2oc(-c3cccnc3)nc2c1	-0.2	6	-3	-1	-6	-13	7	4	4
CCN(CC(=O)Nc1ccccc1C(F)(F)F)C(=O)Cc1ccc2c(c1)CCC2	3.9	-2	2	-23	-9	-8	11	6	10
CCOC(=O)Cc1c(C)nc2cc(-c3ccc(Cl)cc3)[nH]n2c1=O	0.7	-2	-3	-15	-4	-13	14	4	5
CC1C(=O)N(Cc2cn(Cc3ccco3)nn2)CCS(=O)(=O)N1Cc1ccc(-c2cccnc2)cc1 (stereo not given)	-0.1	-2	-11	9	6	.	4	0	2
COc1ccc(N2CCN(C(=O)c3sc4ncn(CC(=O)N5CCCCC5)c(=O)c4c3C)CC2)cc1	4.5	-25	-1	-17	3	-8	1	-4	2
COc1ccc(OC)c(NC(=O)CSc2ccc3nnc(-c4ccccn4)n3n2)c1	0.5	-12	0	-6	-12	-7	26	15	1
CCCCN1C[C@H](CSC)[C@@H](CC(=O)NC)C1=O	0.0	-7	-5	2	-1	.	-9	1	-1

(next part)
SMILES	CHO-K1 Ca ag	TAAR1 antag	CHRM1 agonist	CHO-K1 Ca antag	CHRM1 antagonist	CHO parental Ca	M1 PAM parental	M1 PAM	TAAR1 ag
CN1CC(=O)N(CC(=O)Nc2ccc(N3CCOCC3)cc2)C1=O	-0.5	-9	-2	-7	-6	-6	16	11	1
COc1ccccc1C(=O)NCCC(=O)N(C)CC(=O)Nc1ccc(N2CCOCC2)cc1	-0.1	-10	-4	2	-5	-2	-3	6	4
N#Cc1ccccc1Cn1c(=O)oc2ccccc21	0.5	9	-3	-1	-17	6	20	13	0
O=C1CCC(C(=O)N2CCSCC2)CN1CCc1cccc(F)c1 (stereo not given)	0.2	-7	-2	-2	6	3	3	2	1
CS(=O)(=O)N(Cc1ccccc1)c1ccccc1C(=O)Nc1ccccc1C(=O)NCc1ccco1	2.0	14	-3	-14	-5	-19	12	3	7
CC(=O)Nc1cccc2ncccc12	0.0	0	-5	1	3	0	-6	1	4
Fc1ccc(N2CCN(C(c3cccs3)c3nnnn3CCc3ccccc3)CC2)cc1 (stereo not given)	0.1	6	-3	-3	1	-18	6	-2	3
COc1cccc(C2C(C(=O)Nc3cccnc3)=C(C)Nc3nnnn32)c1OC (stereo not given)	-0.1	15	0	-4	-2	-6	-4	9	6

Compound profiles, from the list above.
CCOC(=O)c1[nH]c(C)c(C(=O)OCC(=O)N2CCCCC2C)c1C (stereo not given) across the screens: CHO-K1 Ca ag = 0.6; TAAR1 antag = 4; CHRM1 agonist = -2; CHO-K1 Ca antag = -11; CHRM1 antagonist = -2; CHO parental Ca = -10; M1 PAM parental = 12; M1 PAM = 3; TAAR1 ag = 8
Cc1nn(-c2ccccc2)c2c1C1(C(=O)N3c4c(cccc41)C(C)CC3(C)C)C(C#N)=C(N)O2 (stereo not given) across the screens: CHO-K1 Ca ag = 1.5; TAAR1 antag = -24; CHRM1 agonist = -1; CHO-K1 Ca antag = -4; CHRM1 antagonist = -6; CHO parental Ca = -23; M1 PAM parental = 22; M1 PAM = 8; TAAR1 ag = 5
CCN(CC(=O)Nc1ccccc1C(F)(F)F)C(=O)Cc1ccc2c(c1)CCC2 across the screens: CHO-K1 Ca ag = 3.9; TAAR1 antag = -2; CHRM1 agonist = 2; CHO-K1 Ca antag = -23; CHRM1 antagonist = -9; CHO parental Ca = -8; M1 PAM parental = 11; M1 PAM = 6; TAAR1 ag = 10
